# CHRM4 antagonist = human M4 muscarinic receptor antagonists, primary screen, CHO cells, Fluo-8 calcium fluorescence; actives 0.73% (n = 360,000); inhibition, % at 3 µM; CHO-hM4 cells, ACh EC80; AID 624125, 2012; Muscarinic acetylcholine receptor M4 (Homo sapiens), P08173;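 active = inhibition above its plate's cutoff, the mean inhibition of sample wells plus 3 SD, cut at about 27% in these data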;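 note: 0% = acetylcholine EC80 with DMSO and 100% = DMSO without agonist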
# Target sequence (P08173 whole entry, looked up): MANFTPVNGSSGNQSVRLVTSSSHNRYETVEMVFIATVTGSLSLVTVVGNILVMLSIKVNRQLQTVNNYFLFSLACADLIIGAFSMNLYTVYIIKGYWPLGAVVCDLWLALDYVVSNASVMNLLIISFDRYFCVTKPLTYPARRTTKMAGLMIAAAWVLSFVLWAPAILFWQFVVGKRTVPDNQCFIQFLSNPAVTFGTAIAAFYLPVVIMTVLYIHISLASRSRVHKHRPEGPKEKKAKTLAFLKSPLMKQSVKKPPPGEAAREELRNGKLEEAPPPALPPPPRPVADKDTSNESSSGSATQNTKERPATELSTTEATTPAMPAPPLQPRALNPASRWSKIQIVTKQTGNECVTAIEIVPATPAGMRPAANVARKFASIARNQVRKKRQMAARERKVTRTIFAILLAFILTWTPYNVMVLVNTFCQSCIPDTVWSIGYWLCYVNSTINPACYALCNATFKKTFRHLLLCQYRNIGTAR
# M5 PAM = human M5 muscarinic receptor positive allosteric modulators, primary screen, CHO-K1 cells, Fluo-8 calcium fluorescence. CHO-K1 hM5, ACh EC20 PAM; 0% = ACh EC20, 100% = ACh EC100. activation, % at 3 µM. actives 0.3% (n = 360,000). AID 624038, 2012;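 active = activation above the run cutoff, the mean activation of all test compounds plus 3 SD, cut at about 18% in these data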
# Target sequence (P08912 whole entry, looked up): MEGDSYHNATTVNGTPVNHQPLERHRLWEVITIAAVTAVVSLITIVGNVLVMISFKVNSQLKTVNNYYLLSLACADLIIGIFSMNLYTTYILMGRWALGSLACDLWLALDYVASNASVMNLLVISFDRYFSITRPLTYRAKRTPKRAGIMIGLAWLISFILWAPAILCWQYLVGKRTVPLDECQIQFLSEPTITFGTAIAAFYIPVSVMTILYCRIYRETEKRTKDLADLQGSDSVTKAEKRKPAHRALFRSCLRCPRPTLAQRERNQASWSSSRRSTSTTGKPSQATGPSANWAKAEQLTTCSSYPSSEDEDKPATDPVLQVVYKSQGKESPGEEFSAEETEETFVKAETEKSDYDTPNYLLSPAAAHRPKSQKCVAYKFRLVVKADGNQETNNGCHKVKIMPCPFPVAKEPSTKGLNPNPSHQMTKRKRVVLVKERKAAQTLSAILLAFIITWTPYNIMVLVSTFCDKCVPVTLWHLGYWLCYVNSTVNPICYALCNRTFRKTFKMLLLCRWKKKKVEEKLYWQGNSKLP
#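 System – CHO-K1 hM5 cells · Compound – 3 µM, single dose · Incubation – compound preincubation 140 s before EC20 acetylcholine addition · Technique – Fluo-8 calcium fluorescence · Measure – Max/basal fluorescence ratio as % of EC20–EC100 ACh window · Benchmarks – low control EC20 acetylcholine (0%), high control EC100 acetylcholine (100%) · Replication – singlicate, one well per test compound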
# M4 PAM = human M4 muscarinic receptor positive allosteric modulators, primary screen, CHO-K1 cells, Fluo-8 calcium fluorescence | Muscarinic acetylcholine receptor M4 (Homo sapiens), P08173 | CHO-K1 hM4/Gqi5, ACh EC20; 0% = ACh EC20, 100% = maximal ACh | activation, % at 3 µM | actives 0.4% (n = 360,000) | AID 624126, 2012;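 active = activation above its plate's cutoff, the mean activation of sample wells plus 3 SD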; note: some results filed as inactive read as strong as hits
# CHRM5 antagonist = human M5 muscarinic receptor antagonists, primary screen, CHO cells, Fluo-8 calcium fluorescence; actives 0.59% (n = 360,000); Muscarinic acetylcholine receptor M5 (Homo sapiens), P08912; AID 624040, 2012; inhibition, % at 3 µM; CHO-hM5 cells, ACh EC80;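 active = inhibition above a per-plate cutoff, the mean of that plate's test compounds plus 3 SD, cut at about 27% in these data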;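 note: 0% = acetylcholine EC80 with DMSO and 100% = DMSO without agonist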
# M5 ag = human M5 muscarinic receptor agonists, primary screen, CHO-K1 cells, Fluo-8 calcium fluorescence | CHO-K1 hM5 cells; 0% DMSO wells, 100% maximal acetylcholine response | activation, % at 3 µM | AID 624037, 2012 | actives 0.19% (n = 360,000);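 active = activation above the run's mean over test compounds plus 3 SD, cut at about 23% in these data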;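 note: signal is peak over basal fluorescence ratio across the kinetic read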
# IDE cell inh = human IDE inhibitors in live cells, primary screen, fluorescence polarization, HEK cells, FAbetaB substrate | FAbetaB cleavage | AID 434962, 2010 | actives 0.41% (n = 320,000) | inhibition, % at 5.59 µM;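 active = percent inhibition above the average of all tested compounds plus 3 SD, set per screening campaign, cut at about 16% in these data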;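 note: IDE supplied by intact live HEK cells; FP after avidin binding of uncleaved biotin substrate so inhibition keeps polarization high; 0% = DMSO wells and 100% = 60 µM reference IDE inhibitor Ii1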
# CRFR2-BP antag = antagonists of CRF-BP/CRF-R2 complex, primary screen, cell-based, HEK293, calcium dye fluorescence, uHTS; CRF-induced calcium fluorescence; actives 0.59% (n = 350,000); inhibition, % at 11.8 µM;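 active = inhibition of the ligand-induced calcium signal above about 50% at the single tested concentration, limit read from the data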
# M4 ag = human M4 muscarinic receptor agonists, primary screen, CHO-K1 cells, Fluo-8 calcium fluorescence. actives 0.14% (n = 360,000). AID 624127, 2012. activation, % at 3 µM. Muscarinic acetylcholine receptor M4 (Homo sapiens), P08173. CHO-K1 hM4/Gqi5; vehicle 0%, full acetylcholine response 100%;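 active = activation above the run mean over all test wells plus 3 SD, cut at about 32% in these data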;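 note: peak over basal fluorescence ratio per well then scaled between controls; 0% = DMSO wells and 100% = acetylcholine at EC100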
# CRFBP-R2 agonist = agonists of CRF-BP/CRF-R2 complex, primary screen, cell-based, HEK293, calcium dye fluorescence, uHTS. CRF-binding protein / CRF receptor 2 complex (human). calcium dye fluorescence (FLIPR); percent of saturating CRF peptide response. activation, % at 13.2 µM. actives 0.46% (n = 350,000). AID 588473, 2011;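 active = activation of at least 50%, plus an integration ratio under a set limit after plate pattern correction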;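 note: plate controls were neutral control wells without compound for no effect and CRF at EC100 for full effect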
# Active calls of the source: *; . = no result given.
# Start of the listing, in advance (3 entries):
M4 ag,M5 PAM,M4 PAM,M5 ag,CHRM5 antagonist,IDE cell inh,CHRM4 antagonist,CRFBP-R2 agonist,CRFR2-BP antag,mol
1,5,3,-4,-4,2,0,-0.8,-33,CCOC(=O)CSCC(=O)N1N=C(c2cccs2)CC1c1ccc(F)cc1 (configuration not stated)
0,-10,-2,-10,1,0,7,-0.1,4,CCCCOc1ccc(CSc2ncn[nH]2)cc1
2,3,10,3,4,-1,-2,4.4,-8,O=C(NNc1nc2c(F)cccc2s1)c1ccccc1

# This part in full, from the first entry:
M4 ag,M5 PAM,M4 PAM,M5 ag,CHRM5 antagonist,IDE cell inh,CHRM4 antagonist,CRFBP-R2 agonist,CRFR2-BP antag,mol
1,5,3,-4,-4,2,0,-0.8,-33,CCOC(=O)CSCC(=O)N1N=C(c2cccs2)CC1c1ccc(F)cc1 (configuration not stated)
0,-10,-2,-10,1,0,7,-0.1,4,CCCCOc1ccc(CSc2ncn[nH]2)cc1
2,3,10,3,4,-1,-2,4.4,-8,O=C(NNc1nc2c(F)cccc2s1)c1ccccc1
0,0,14,1,1,.,5,-1.1,-1,Cc1sc2nc(SCC(=O)OC(C)C)n(C)c(=O)c2c1C
0,-15,2,3,6,1,0,-1.4,-8,CC(C)CN(C(=O)COC(=O)c1ccc(C#N)cc1)C1CCS(=O)(=O)C1 (configuration not stated)
0,-4,2,0,3,.,11,.,.,OC[C@H]1O[C@@H](c2nc(-c3ccccc3Br)no2)[C@H](O)[C@@H](O)[C@H]1O
1,-4,19,1,2,4,2,0.3,25,N#Cc1ccc(OCC(=O)NCCc2ccccn2)cc1
8,-6,-3,-2,4,-5,-11,-0.6,7,Cc1cc(C)cc(OCCNC(=O)C2CCN(S(=O)(=O)c3ccccc3)CC2)c1
13,-8,-7,1,4,2,9,-1.2,-10,CC(=O)c1cccc(NC(=O)C2=CC(c3cccs3)=NS(=O)(=O)N2C)c1
0,-1,-2,1,7,-1,5,0.1,-10,COc1ccc(CCNC(=O)CSCc2n[nH]c(=O)[nH]2)cc1OC
3,-8,-7,-6,6,-2,5,-0.5,11,CCOc1ccccc1CNC(=O)CCn1ccc2cc(S(=O)(=O)N3CCCCC3)ccc21
0,-6,0,-1,1,-2,-2,2.2,6,CCC(=O)NC(c1ccco1)c1cc(Cl)c2cccnc2c1O (configuration not stated)
3,-2,-1,2,0,2,1,-1.9,-22,CCOc1cc(/C=N/NC(=O)CN2CCOCC2)ccc1OCc1ccccc1
7,2,12,6,9,-4,-5,11,7,Cc1nc(CC(=O)c2c(C)cc(O)cc2O)cs1
-1,-4,-6,-1,0,-8,2,-0.4,7,C/C=C/c1ccc(OCC(=O)OCc2csc(Nc3ccc(C)cc3)n2)c(OC)c1
7,4,17,3,7,.,-25,-2.5,9,CCOc1cc(N2CCOCC2)c(OCC)cc1NC(=O)CN1C(=O)NC(C)(c2ccc(OC)cc2)C1=O (configuration not stated)
0,2,4,2,2,10,-1,0.2,-3,O=C(COC(=O)c1ccc(Cl)cc1)NC1CCCCCC1
0,-5,3,-2,16,-1,-2,0.5,7,Cc1noc(C)c1S(=O)(=O)Nc1ccc2c(c1)CC(=O)N([C@H](C)CO)C[C@H](C)[C@@H](CN(C)CC1CC1)O2
.,-5,-11,0,13,0,2,-1.6,-12,COc1ccc(Cl)cc1NC(=O)NCC1CCN(Cc2ccccc2F)CC1
4,-3,-6,-4,1,9,10,1.4,-8,CC(=O)N1CCOc2ccc(S(=O)(=O)N(C)c3cccc(C)c3)cc21
0,3,1,1,-7,1,-5,-1.9,-6,CC(C)SC1=NC(C)(C)C=C(/C=C/c2c(Cl)cccc2Cl)N1
8,-2,-4,0,1,.,-20,.,.,O=C(NC(c1ccccc1)c1ccc2ccccc2n1)C1CCN(CCOc2ccc(Cl)cc2Cl)CC1 (configuration not stated)
1,-1,3,-2,0,7,-2,-1.9,14,Cc1nc2nc(-c3ccc(Cl)cc3)cn2nc1C
1,2,6,-1,-8,.,-7,-0.8,-5,C[C@@H]1CN([C@@H](C)CO)C(=O)CCCn2nncc2CO[C@@H]1CN(C)S(=O)(=O)c1ccc(-c2ccccc2)cc1
0,1,0,-4,2,1,4,-1.9,-35,COc1cc2cc(CN(CCc3cccc(C)c3)C(=S)NCCCN(C)C)c(=O)[nH]c2cc1OC
0,8,9,-9,-10,6,-5,0.4,6,O=C(O)c1cc(/C=C/c2ccc(N3CCOCC3)c([N+](=O)[O-])c2)nc2ccccc12
2,11,6,0,-2,-2,-6,-1.2,38,Cc1ccc(OCCCC(=O)Nc2nc3ccccc3[nH]2)cc1
-1,2,6,-3,5,-4,8,0.3,-9,CC1(C)Cc2ccccc2C(N)=C1C#N
1,-5,-3,0,3,-3,-6,3.2,-2,COCCn1nnnc1CN(Cc1ccco1)Cc1cc2cc3c(cc2[nH]c1=O)OCO3
-1,9,7,3,3,-10,7,-0.8,4,COC(=O)Nc1nn(-c2ccc(Cl)cc2)c(=O)c(C#N)c1C
7,-2,-14,-6,0,.,-6,.,.,O=C(C(=O)N1CCN(c2ccncc2)CC1)c1cccc(Br)c1
2,9,4,-4,3,6,3,-0.5,2,COCCOc1ccc(C(F)(F)F)cc1N
0,0,3,-3,3,-2,16,0.2,-8,Cc1ccc(NC(=O)COC(=O)C2C3CC4OC(=O)C2C4C3)cc1Cl (configuration not stated)
0,0,0,-1,1,6,1,0.1,-3,Cc1ccc(C)c(NC(=O)C2CC=CCC2C(=O)O)c1 (configuration not stated)
6,3,3,-2,-1,2,-16,-0.5,-12,COc1ccc(OCc2cc(C(=O)NCc3nc(C)cs3)no2)c(Cl)c1
1,-6,-6,1,4,-1,12,-1.4,-7,Cc1ccc(C)c(NC(=O)CSc2nnc(Cc3cccn3C)n2-c2ccc(F)cc2)c1
-1,3,5,-1,-1,-3,1,0.3,3,Cn1c(=O)c2c(nc(CN3CCc4ccccc4C3)n2Cc2ccccc2F)n(C)c1=O
4,0,3,-3,2,-4,-12,-1.1,-28,c1ccc(OCCSc2nnc3sc4ccccc4n23)cc1
1,1,4,-1,-6,.,-10,-0.7,1,C[C@H](CO)N1C[C@H](C)[C@@H](CN(C)C(=O)C2CCCCC2)OCc2cn(nn2)CCCC1=O
1,-9,-3,-4,-1,0,3,-1.1,-13,O=C(CCc1ccccc1)NNC(=O)c1ccco1
1,-1,2,-6,6,5,-7,5.2,-15,Cc1ccccc1NC(=O)NNC(=O)OC(C)(C)C
3,3,-3,0,-4,-2,-1,1.4,2,O=C(NCc1cccc(Cl)c1)c1cnn2c1NC(c1ccco1)CC2C(F)(F)F (configuration not stated)
3,-1,3,1,-1,-2,0,-0.7,-6,O=C(c1cnn2c(C(F)(F)F)cc(-c3ccccc3)nc12)N1CCOCC1
4,-4,-2,-7,3,0,-1,2.9,13,Cc1ccc(/C=C/c2onc(C)c2S(=O)(=O)N2CCC(C(=O)N3CCN(C)CC3)CC2)cc1
10,-19,-8,-4,-1,-1,-18,-2.3,21,O=C(COC(=O)C1CCN(S(=O)(=O)c2cccs2)CC1)c1ccc2c(c1)OCCO2
3,-1,0,-2,-6,-1,-6,-0.6,-8,Cc1ncc(CC(=O)n2cc(C(=O)c3cc(Cl)ccc3O)cn2)s1
1,-4,13,-2,-4,3,0,-3.9,-31,CCCCOC(=O)c1cc(=O)[nH]c2ccc(C)cc12
-1,0,9,-3,-3,2,-11,-1.6,37,COc1ccc(OC)c(C(c2nnnn2C2CCCC2)N2CCN(c3ccccc3)CC2)c1 (configuration not stated)
2,13,-1,7,-9,2,2,-1.2,2,COc1ccc(C2CC(=O)Nc3n[nH]c(-c4ccccc4)c32)cc1OC (configuration not stated)
0,9,3,2,-3,.,-6,-2.3,18,O=C(Nc1c(Br)cc2c(c1Br)Cc1ccccc1-2)C(Cl)Cl
1,7,7,2,8,-1,-4,4.4,1,CN(C)CCn1c(=S)[nH]c2ncccc2c1=O
3,-3,-8,0,13,1,10,0.2,-3,CC(C)[C@H](NC(=O)c1ccco1)C(=O)N(C)Cc1ccc(C(F)(F)F)cc1
0,-6,0,0,5,.,0,-1.1,6,O=C(CSc1n[nH]c(=O)n1Cc1ccccc1)Nc1ccc(N2CCOCC2)cc1
2,-11,4,-1,10,-2,-3,0.5,8,COc1ccc(NS(=O)(=O)c2ccc(N3CCOCC3)c(NC(=O)c3ccccc3Cl)c2)cc1
349*,-24,-18,78*,57*,107*,63*,278*,-346,CN(C)c1ccc(/C=C/C(=O)c2cccc(Br)c2)cc1
2,-2,-1,-3,14,0,-1,-1.9,-3,COc1ccc(C(=O)Nc2ccc3[nH]ncc3c2)cc1OC
3,-8,-3,-3,18,1,8,-2.4,14,CCOC(=O)c1cc(C)nc(S(C)(=O)=O)c1C#N
0,1,4,-5,9,1,-10,-1.7,9,COc1ccc2oc(C(=O)NN3C(C)CCCC3C)c(C)c2c1 (configuration not stated)
4,-48,-10,-6,10,1,9,2.8,-14,CCCOc1cc(C)c(Cl)cc1S(=O)(=O)N(CC)CC
3,1,0,0,0,2,10,1.0,-8,COc1ccc(N(CC(=O)NCCSCc2c(F)cccc2Cl)S(C)(=O)=O)cc1OC

# Additional records follow:
M4 ag,M5 PAM,M4 PAM,M5 ag,CHRM5 antagonist,IDE cell inh,CHRM4 antagonist,CRFBP-R2 agonist,CRFR2-BP antag,mol
1,-3,-8,-1,0,-5,5,2.8,-1,Cc1ccc(COC(=O)c2cccc(S(=O)(=O)N3CCCCCC3)c2)cc1
1,6,15,-4,-13,3,3,-4.0,-16,O=C(/C=C/c1cccc(F)c1)N1CCc2ccccc21
0,-2,-1,-1,2,-3,2,3.4,-49,OCCNc1nc(-c2ccccc2)c2cc(Cl)ccc2n1
3,-6,-5,-1,3,0,-6,0.6,23,Cc1ccc(C)c(OCC(=O)Nc2ccc3c(c2)OCO3)c1
0,-3,-2,1,4,10,9,-0.6,-7,CN(C)c1nc2c(c(=O)[nH]c(=O)n2C)n1Cc1ccccc1Br
1,-2,-2,1,0,.,-5,.,.,COC(=O)C[C@@H]1OC[C@H](CO)N1S(=O)(=O)c1ccc(C)cc1
2,-2,2,3,0,.,-10,-1.1,3,O=C1NC(C2CC3C=CC2C3)Nc2ccccc21 (configuration not stated)
3,1,1,1,1,.,-5,.,.,O=C(C(=O)N1CCN(c2ccccc2)CC1)c1ccc2c(c1)OCO2
1,-1,2,-2,4,-1,1,2.4,5,CC1Cc2ccccc2N1C(=O)CO/N=C/c1ccc(OC(F)F)cc1 (configuration not stated)
5,2,0,1,-4,.,-4,.,.,Cc1ccc(S(=O)(=O)Nc2ccccc2O)cc1
5,-3,9,3,-4,2,3,1.3,-1,CS(=O)(=O)N(CC(=O)Nc1cc(Cl)ccc1Cl)c1ccccc1Cl

# Compound activity from PubChem.
